Screening data deposited in PubChem BioAssay by several laboratories.
Hsp70 act: switches on Hsp70 transcription | HeLa Hsp70 promoter luciferase reporter, luminescence; scaled: vehicle 0, proteasome-inhibitor control 100% | activation, % at 10 µM | 200,000 compounds, 0.04% hits;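 active means activation above the mean across all tested compounds plus 3 SD, cutoff set per campaign, cut at about 5.5% in these data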;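 further: 100% = MG132 at 30 µM as the positive control and 0% = DMSO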
STAT1 inh: reduces IFN-gamma driven STAT1 reporter signal. inhibition, % at 5.5 µM. NIH 3T3 STAT1-luciferase reporter, luminescence. AID 920. 200,000 compounds, 0.35% hits;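 active means inhibition above a set limit, the mean inhibition across all tested compounds plus 3 SD, cut at about 34% in these data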;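 further: 0% = IFN-gamma with DMSO and 100% = IFN-gamma with 300 µM nifuroxazide; values of inactives mirror those of a sister screen read the other way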
Diaphorase act: activates diaphorase or chemically reduces, flagging diaphorase assay artifacts; Diaphorase/resazurin coupled assay, resorufin fluorescence, 16 min; hits give high values; 1 = vehicle wells, 0 = NADH-free wells; activation factor at 20 µM; 190,000 compounds, 0.005% hits; AID 1229;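 active means diaphorase activity raised at least twofold by the compound at 20 µM; inactive means activation factor below 2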
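Material: Purified diaphorase enzyme from Clostridium kluyveri | Buffer or medium: 50 mM HEPES pH 7.4 with 4.542 mM MgCl2, 0.005% Tween 20 | Times: 16 min enzyme reaction, ambient temperature | Signal: Red resorufin fluorescence at 544/590 nm excitation/emission | Measure: Increased resorufin signal from activators or reducing compounds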
TLR4-MyD88 BLA: TLR4-MyD88 interaction inhibition in cells | HeLa CL3-4 TLR4/MyD88 BLA complementation, FRET ratio | inhibition, % at 8.4 µM | O00206+Q99836 | 200,000 compounds, 0.18% hits; in the data active means inhibition above about 25%;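 further: 0% = vehicle and 100% = reference inhibitor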
Target sequence (O00206 whole entry, looked up): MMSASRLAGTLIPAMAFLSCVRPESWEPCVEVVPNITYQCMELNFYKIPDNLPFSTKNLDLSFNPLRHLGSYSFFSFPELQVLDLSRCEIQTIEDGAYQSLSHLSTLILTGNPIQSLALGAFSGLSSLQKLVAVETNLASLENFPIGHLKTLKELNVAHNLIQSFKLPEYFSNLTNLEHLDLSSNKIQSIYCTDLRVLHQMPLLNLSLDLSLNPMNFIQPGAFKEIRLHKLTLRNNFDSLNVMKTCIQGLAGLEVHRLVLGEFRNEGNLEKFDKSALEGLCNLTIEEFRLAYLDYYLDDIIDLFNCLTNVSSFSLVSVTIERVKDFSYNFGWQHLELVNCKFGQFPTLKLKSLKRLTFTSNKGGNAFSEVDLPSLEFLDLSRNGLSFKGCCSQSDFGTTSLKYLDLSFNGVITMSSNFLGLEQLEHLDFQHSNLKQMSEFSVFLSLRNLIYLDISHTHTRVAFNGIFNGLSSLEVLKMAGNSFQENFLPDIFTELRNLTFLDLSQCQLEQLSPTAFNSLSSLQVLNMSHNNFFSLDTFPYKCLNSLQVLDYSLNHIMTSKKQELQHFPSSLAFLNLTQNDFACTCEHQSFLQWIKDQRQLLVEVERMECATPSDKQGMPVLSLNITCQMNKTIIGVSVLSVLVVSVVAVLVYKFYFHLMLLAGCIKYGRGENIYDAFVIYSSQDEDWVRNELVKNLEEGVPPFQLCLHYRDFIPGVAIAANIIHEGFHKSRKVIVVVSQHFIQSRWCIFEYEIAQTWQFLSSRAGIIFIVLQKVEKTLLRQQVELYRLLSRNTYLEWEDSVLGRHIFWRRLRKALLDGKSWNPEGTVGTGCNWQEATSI
Target sequence (Q99836 whole entry, looked up): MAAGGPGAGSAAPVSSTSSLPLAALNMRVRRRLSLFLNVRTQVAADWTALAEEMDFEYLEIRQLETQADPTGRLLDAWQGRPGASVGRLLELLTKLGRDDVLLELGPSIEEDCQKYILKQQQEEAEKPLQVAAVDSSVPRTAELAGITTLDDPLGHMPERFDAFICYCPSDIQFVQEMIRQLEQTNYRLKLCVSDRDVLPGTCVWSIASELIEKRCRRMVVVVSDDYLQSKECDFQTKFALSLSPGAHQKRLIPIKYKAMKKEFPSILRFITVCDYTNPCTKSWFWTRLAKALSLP
APP 5UTR inh: APP translation inhibition; 190,000 compounds, 0.82% hits; inhibition, % at 2 µM; SH-SY5Y APP 5'UTR-luciferase reporter, luminescence;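 active means inhibition above a set limit, derived from the sample mean plus 3 SD, cut at about 45% in these data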; further: values of inactives mirror those of a sister screen read the other way
STAT3 activator: STAT3 signaling activation; U3A cells, IL-6 STAT3-luciferase reporter, luminescence; 100% = signal with IL-6 EC80 alone; activation (% of control), % at 5.6 µM; 190,000 compounds, 0.91% hits; AID 871;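 active means activation above the screen-wide mean of compound activation plus 3 SD, cut at about 130% in these data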;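 further: 0% = background luminescence of wells with medium and substrate only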
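Test system: STAT3-luciferase reporter U3A cells; Detection: reporter luminescence signal; Times: 1 h compound pre-exposure, 6 h IL-6 stimulation, 37 °C; Benchmarks: IL-6-only high control; Also added: IL-6 stimulus at 33 ng/mL final.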
STAT3 inh: reduces IL-6 driven STAT3 reporter signal | inhibition, % at 5.5 µM | AID 862 | 190,000 compounds, 0.89% hits | U3A cells, IL-6 STAT3-luciferase reporter, luminescence; host cell line lacks STAT1;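 active means inhibition above the mean inhibition across all screened compounds plus 3 SD, cut at about 44% in these data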;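 further: 0% = DMSO only wells and 100% = 100 µM nifuroxazide control wells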
G6PDH CS: counter-screen for G6PDH assay hits: L. mesenteroides G6PDH inhibition; Purified L. mesenteroides G6PDH, diaphorase/resazurin coupled fluorescence, 45 min; inhibition, % at 5 µM; 200,000 compounds, 0.12% hits; in the data active means inhibition above about 50%
Diaph inh CS: diaphorase inhibition or chemical oxidation counter-screen | 190,000 compounds, 0.69% hits | diaphorase resazurin-to-resorufin fluorescence, NADH, 16 min; bacterial (C. kluyveri) enzyme, not human | inhibition, % at 20 µM;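 active means primary screen inhibition at 20 µM above a set limit, cut at about 50% in these data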;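 further: plate controls were DMSO with full reaction for no effect and wells lacking NADH for full effect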
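Test system: Clostridium kluyveri diaphorase enzyme / Quantity: diaphorase at 0.14 U/mL in enzyme working solution / Incubation: 16-min room-temperature incubation before reading / Benchmarks: NADH-free wells as positive control, DMSO-only neutral wells / Signal: resorufin fluorescence 544/590 nm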
STAT1 act: activators of IFN-gamma induced STAT1 signaling. NIH 3T3 STAT1-luciferase reporter, luminescence; 100% = IFN-gamma alone, no compound. activation (% of control), % at 5.5 µM. 200,000 compounds, 2.6% hits. AID 932;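 active means activation above the screen-wide mean activation plus 3 SD, cut at about 130% in these data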;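 further: raw ratio to IFN-gamma control signal so 100% means no change and 0% no light; values of inactives mirror those of a sister screen read the other way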
* marks the source's active call; other numbers are inactive results; x = not tested or not shown.

Preview, 2 compounds:
SMILES	Hsp70 act	STAT1 inh	Diaphorase act	TLR4-MyD88 BLA	APP 5UTR inh	STAT3 activator	STAT3 inh	G6PDH CS	Diaph inh CS	STAT1 act
CC(C)NS(=O)(=O)c1ccc(OCC(=O)NCC2CCCO2)c(Cl)c1 (configuration not stated)	0.0	5.7	0.9	5.5	18.9	105.0	-9.3	2.2	5.5	94.7
Cc1ccc(N(CC(O)Cn2nc(C)cc2C)S(=O)(=O)c2ccc3ccccc3c2)cc1 (configuration not stated)	-0.1	-2.2	0.8	2.7	17.9	112.3	-16.3	-16.3	15.4	101.9

The listing, from the first entry:
SMILES	Hsp70 act	STAT1 inh	Diaphorase act	TLR4-MyD88 BLA	APP 5UTR inh	STAT3 activator	STAT3 inh	G6PDH CS	Diaph inh CS	STAT1 act
CC(C)NS(=O)(=O)c1ccc(OCC(=O)NCC2CCCO2)c(Cl)c1 (configuration not stated)	0.0	5.7	0.9	5.5	18.9	105.0	-9.3	2.2	5.5	94.7
Cc1ccc(N(CC(O)Cn2nc(C)cc2C)S(=O)(=O)c2ccc3ccccc3c2)cc1 (configuration not stated)	-0.1	-2.2	0.8	2.7	17.9	112.3	-16.3	-16.3	15.4	101.9
COc1ccc(/C=C(\C#N)C(=O)OCC(=O)Nc2c(C)cccc2C)cc1	-0.6	3.0	0.9	8.9	9.2	94.9	6.3	1.4	6.2	97.3
COc1cccc(C2c3c(C)nn(-c4ccc([N+](=O)[O-])cc4)c3N=C3C(=O)Nc4ccccc4N32)c1 (configuration not stated)	-0.4	-4.0	0.9	8.4	5.5	95.1	9.9	10.0	10.9	103.4
O=C(NCc1ccc(F)cc1)C1CCCN(C(=O)Nc2ccccc2)C1 (configuration not stated)	-0.4	6.1	0.8	6.5	-3.2	104.5	-1.0	4.9	17.9	94.4
CNC(=O)c1c(NC(NC(=O)c2ccco2)C(=O)c2ccc(Cl)cc2)sc2c1CCCC2 (configuration not stated)	-0.1	7.6	0.7	-1.4	-8.3	100.0	4.6	8.2	28.0	93.0
Cc1cc2cc3c(cc2nc1SCC(=O)OC(C)C)OCO3	-0.4	-2.0	0.7	-4.0	x	84.7	17.3	3.9	26.3	101.8
CCN(CC)C(=O)CSc1nc2cc3c(cc2c(=O)n1CCCC(=O)NCc1ccc(OC)cc1)OCO3	-0.2	-1.4	0.9	3.9	-7.2	97.0	9.7	0.6	6.7	99.3
CCOc1ccc(S(=O)(=O)NCc2ccco2)cc1	-0.1	-0.3	0.9	4.3	-4.3	102.3	0.8	0.2	5.6	100.2
Cc1sc(NC(=O)c2ccccc2)c(C#N)c1-c1ccccc1	-0.1	-74.1	0.9	-3.7	-137.9	104.2	-5.0	5.2	11.1	166.0*
COc1ccc(/C=c2/sc3n(c2=O)C(c2ccccc2OC)C2=C(N=3)c3ccccc3CC2)cc1O (configuration not stated)	0.1	0.7	0.7	27.3*	84.2*	108.5	-3.4	-1.3	33.9	99.3
O=C(C(c1ccccc1)c1ccccc1)N1CCC(c2nc(-c3ccccc3Cl)no2)CC1	-0.2	-0.8	x	-11.8	26.9	106.7	-4.7	x	x	103.4
CC(=O)N1CCN(C(=O)Cn2c(=O)oc3ccccc32)CC1	0.0	-0.4	1	-10.8	-5.3	94.1	10.5	5.4	1.9	100.4
CCOC(=O)C1CCN(C(=O)c2ccc(N(C)S(C)(=O)=O)cc2)CC1	-0.3	1.7	0.9	12.6	17.7	97.8	2.8	6.1	9.1	98.3
CSc1nnnn1-c1cccc(O)c1	0.0	1.6	0.8	-11.1	1.0	111.0	-8.1	0.9	15.1	98.5
COc1cc(C)c(CNC2CCCCC2)cc1C	0.0	3.3	0.9	-9.8	0.6	100.9	5.0	1.0	9.3	96.9
CC(=O)Nc1ccc(S(=O)(=O)CCC#N)cc1	0.0	-4.3	1	-1.2	3.4	110.6	-11.8	21.3	-3.4	104.0
CCCCOc1ccc(Cc2c(COCC)[nH]c(=S)[nH]c2=O)cc1	-0.2	5.3	0.9	-6.1	-37.0	97.3	5.5	4.5	7.1	93.4
Cc1cc(-c2ccc(N3CCOCC3)cc2)nc2ccccc12	0.4	-32.9	0.8	22.5	-90.3	112.3	-14.8	-1.9	16.4	129.9*
COC(=O)Cc1ccc(NC(=S)NCC(C)C)cc1	-0.2	-1.6	0.9	18.1	x	101.3	-1.2	-6.7	9.2	101.4
CC1CCCCN1S(=O)(=O)c1ccc(S(=O)(=O)N(Cc2ccccc2)Cc2ccco2)cc1 (configuration not stated)	0.4	8.1	0.9	6.6	57.9*	102.2	0.5	-2.1	10.1	91.8
CNC(=O)c1cc2cc(OC)ccc2n1CCN(Cc1ccccc1)Cc1ccccc1	-0.1	1.7	0.8	5.6	-7.3	112.5	-8.0	-4.9	22.1	98.4
CCCCCSc1nc2c(cnn2-c2ccccc2)c(=O)[nH]1	0.0	8.3	0.9	-3.5	-6.7	101.8	2.0	3.6	5.2	92.3
COc1ccc2c(-c3ccccc3)cc(SCC(=O)N(C)C)nc2c1	-0.1	4.9	0.8	-21.7	9.1	88.7	15.3	2.2	25.0	94.5
O=C(NCCCN1CCOCC1)c1cc(-c2cccs2)on1	1.7	-21.1	0.9	0.4	-22.1	120.5	-21.3	3.0	14.0	119.4
Cc1ccc(N=C2C(=S)N(c3ccc(C)cc3)C(=N)N2/N=C/c2ccc(Cl)cc2)cc1	-0.1	-15.5	1.1	-5.2	-28.4	95.4	7.6	5.6	-6.2	113.9
CN1CCN(S(=O)(=O)c2ccc(NC(=S)NC(=O)c3ccc(Cl)cc3)cc2)CC1	0.0	3.1	0.8	-3.3	-27.4	105.8	0.9	-1.9	18.3	97.2
COCCn1cnnc1SCC(=O)Nc1cccc(S(=O)(=O)N2CCCCCC2)c1	-0.2	9.4	0.9	-12.2	-2.8	101.6	-4.2	1.1	14.0	91.7
O=C(Nc1ccc(F)c(F)c1)c1cccnc1	-0.5	4.1	0.9	-16.3	-9.1	88.2	18.0	-1.8	11.0	96.3
CC(Nc1ccc2c(c1)OCCO2)C(=O)N1CCc2ccccc21 (configuration not stated)	-0.2	-1.4	0.8	-7.9	-29.2	98.3	4.5	-1.4	19.9	100.6
CN(Cc1cn(C)nc1-c1cccc(Cl)c1)CC1CCCCO1 (configuration not stated)	-0.4	-6.5	0.9	-1.1	1.7	103.3	0.6	15.6	11.9	104.4
CCOC(=O)C(=O)Nc1sc(C(=O)N2CCOCC2)c(C)c1C#N	-0.2	-5.2	0.9	-13.2	-11.5	93.9	9.4	6.3	10.0	103.1
COc1ccc(C(=O)COC(=O)CCn2nnc(-c3cccs3)n2)cc1	0.0	2.8	0.9	4.1	-3.5	103.4	0.2	-27.9	6.9	97.5
O=C(COc1ccccc1)NCC1(N2CCCCC2)CCCCC1	-0.1	1.8	1	-10.3	13.6	99.8	3.9	9.9	-1.3	96.6
CCC(=O)NC(=S)Nc1ccc(NC(=O)CC)cc1	-0.3	0.7	0.9	-15.8	-16.7	102.0	2.4	8.3	13.3	99.4
COC(=O)c1nc(NC(=O)c2ccc(C(C)(C)C)cc2)n[nH]1	-0.2	2.7	0.9	-10.2	-41.6	99.7	5.4	0.7	9.2	99.1
CC(=O)N1N=C(c2ccccc2)CC1c1cn(Cc2ccccc2)c2ccccc12 (configuration not stated)	-0.4	7.2	0.9	1.8	-10.5	95.9	5.7	-1.2	14.1	93.5
CSc1ccccc1C(=O)NCc1ccc(F)cc1	-0.5	-9.3	0.9	2.3	-25.1	101.6	2.9	2.6	8.4	105.7
Cc1cccc(NC(=O)/C(=C\c2ccc([N+](=O)[O-])o2)NC(=O)c2ccc(Cl)cc2)c1	-0.1	-4.4	1	3.4	19.5	95.9	7.1	-11.0	2.6	104.0
N#Cc1nc(-c2ccco2)oc1NCc1ccc(F)cc1	-0.2	-3.1	1	6.6	6.6	89.2	14.8	14.7	4.4	102.9
CCOP(=O)(OCC)C(NC(=O)Nc1ccc(Cl)c(Cl)c1)c1ccccc1 (configuration not stated)	-0.4	0.8	0.8	-10.5	-15.2	100.7	-0.7	3.7	22.3	99.3
CN(CC(=O)N1CCN(c2ncccn2)CC1)S(=O)(=O)c1ccc(Cl)cc1	-0.1	-16.4	1.1	1.9	1.2	113.4	-14.4	-2.1	-10.0	113.7
CCOc1ccc(CCNC(=O)C2CCCN(c3nn4c(=O)cc(C)nc4s3)C2)cc1OCC (configuration not stated)	-0.1	-3.9	0.9	6.3	-4.6	104.5	-1.0	-1.5	10.4	105.0
CN(C)C(CNC(=O)c1ccc2nc[nH]c2c1)c1ccccc1 (configuration not stated)	0.7	-2.2	1	-2.2	1.9	100.2	4.7	3.0	-1.9	103.7
CCN(CC(=O)NC(C)(C)C)C(=O)CCl	-0.1	-0.8	0.9	-7.2	-7.3	110.4	-8.7	12.8	9.9	100.7
N#Cc1c(SCC(=O)N2CCCCC2)nsc1SCC(=O)N1CCCCC1	-0.4	7.2	0.8	8.3	11.7	100.1	1.0	-7.5	20.0	93.4
O=C(NNC(=O)C1CC1)c1cc2cc3ccccc3nc2s1	-0.2	-17.0	0.9	-3.4	-35.0	96.6	6.5	12.3	9.8	115.1
Cc1ccc(NC(=O)c2ccc(COc3ccc4c(c3)CCC4)cc2)c(C)c1	-0.2	-6.4	1	3.5	5.7	97.5	1.5	-15.9	2.4	105.9
COCc1cc(C)nc(N/N=C/c2ccc(-c3ccc(Cl)cc3[N+](=O)[O-])o2)c1C#N	-0.4	-5.9	0.7	6.7	-4.9	118.1	-21.6	-0.6	26.4	103.0
CC(C)c1ccccc1NC(=O)COC(=O)c1cc(=O)[nH]c(=O)[nH]1	-0.1	-2.0	1	12.5	-13.3	104.3	3.0	6.5	3.1	100.5
O=C(O)CN1C(=O)c2cccc(Oc3ccc(Cl)cc3)c2C1=O	-0.2	-4.8	0.8	1.7	11.3	99.4	4.5	6.1	17.7	104.4
C/C(=N\NC(=O)c1nc2ccccn2c1C)c1ccc2c(c1)OCO2	0.0	-3.5	0.9	-9.8	2.5	104.9	-5.4	-1.0	5.2	103.1

Some of the entries above, set out differently:
| structure | Hsp70 act | STAT1 inh | Diaphorase act | TLR4-MyD88 BLA | APP 5UTR inh | STAT3 activator | STAT3 inh | G6PDH CS | Diaph inh CS | STAT1 act |
| --- | --- | --- | --- | --- | --- | --- | --- | --- | --- | --- |
| N#Cc1c(SCC(=O)N2CCCCC2)nsc1SCC(=O)N1CCCCC1 | -0.4 | 7.2 | 0.8 | 8.3 | 11.7 | 100.1 | 1.0 | -7.5 | 20.0 | 93.4 |
| CN(CC(=O)N1CCN(c2ncccn2)CC1)S(=O)(=O)c1ccc(Cl)cc1 | -0.1 | -16.4 | 1.1 | 1.9 | 1.2 | 113.4 | -14.4 | -2.1 | -10.0 | 113.7 |
